# Source: PubChem (several laboratories)
# RGS4 pot = RGS4 potentiation or activation. HEK293 M3R/inducible RGS4, carbachol calcium flux Fluo4; hits give low values. B-score at 10 µM. 310,000 compounds, 0.92% hits;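 active means B-score of the integrated calcium signal more than 4 SD below the library mean, with starting fluorescence not abnormally high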;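 further: negative B-score means reduced calcium response which marks RGS4 activation or potentiation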
#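 Reagent: ECmax carbachol challenge; Test system: M3R-expressing HEK293 line, RGS4 induced by doxycycline; Schedule: overnight RGS4 induction, 30 min dye load 37 °C, 20 min compound RT; Detection: calcium dye Fluo4 fluorescence; Read-out: Agonist-evoked peak-minus-minimum fluorescence over baseline, integrated ratio, B score.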
# KCNK3 block = human KCNK3 channel inhibition, primary screen; CHO-KCNK3 thallium flux, FluxOR fluorescence; hits give low values; 340,000 compounds, 0.84% hits; O14649; B-score at 10 µM; AID 602410;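 active means B-score under library mean minus 4 SD, starting fluorescence ratio at most library mean plus 5 SD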;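 further: more negative B-score means stronger inhibition of thallium flux through KCNK3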
# Target sequence (O14649 whole entry, looked up): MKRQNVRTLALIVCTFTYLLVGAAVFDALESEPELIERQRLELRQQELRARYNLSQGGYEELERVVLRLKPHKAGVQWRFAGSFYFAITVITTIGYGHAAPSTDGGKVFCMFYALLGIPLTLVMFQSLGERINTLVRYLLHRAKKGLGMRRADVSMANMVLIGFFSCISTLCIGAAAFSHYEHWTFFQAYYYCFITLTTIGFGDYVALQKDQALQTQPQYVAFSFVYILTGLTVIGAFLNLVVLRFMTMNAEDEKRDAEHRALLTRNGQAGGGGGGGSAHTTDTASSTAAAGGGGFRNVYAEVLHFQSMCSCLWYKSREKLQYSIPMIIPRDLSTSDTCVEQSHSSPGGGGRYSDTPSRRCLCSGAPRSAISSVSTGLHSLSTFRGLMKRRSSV
# hERG protect = shields human hERG channel from block by proarrhythmic agents | 310,000 compounds, 0.51% hits | AID 1511 | CHO-hERG, FluxOR thallium flux, dofetilide IC70 present | activation (rescue from dofetilide block), less the hit threshold, % at 10 µM | Q12809;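 active means activation above the mean of controls blocked by dofetilide plus 5 SD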;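 further: thallium influx through hERG after potassium depolarization seen as dye fluorescence rise; in these data hits start at about 4.7%; inactives centre near -7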
# PolyA inh = inhibitors of polyadenylation in S. cerevisiae; S. cerevisiae SKY197-pL101 polyadenylation reporter, beta-gal luminescence; efflux-impaired pdr1/pdr3 knockout yeast; score 100 = 6 SD above DMSO; calls only at 12 µM; 300,000 compounds, 0.02% hits;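 active means lowest replicate activity score at least 50, where 100 means six control SD above control mean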;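 further: yeast exposed to compound for 9 h at 30 °C; higher score means more reporter readthrough which indicates perturbed polyadenylation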
# KCNQ1 inh = inhibitors of human KCNQ1 potassium channel. P51787. CHO-K1 KCNQ1, FluxOR thallium flux fluorescence; hits give high values. B-score at 10 µM. 310,000 compounds, 1.3% hits. AID 2642;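 active means compounds whose thallium flux B-score, printed positive for inhibition, exceeds three library SD while starting fluorescence stays within three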;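 further: channel opened by potassium depolarization with thallium stimulus after 20 min compound exposure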
# Target sequence (P51787 whole entry, looked up): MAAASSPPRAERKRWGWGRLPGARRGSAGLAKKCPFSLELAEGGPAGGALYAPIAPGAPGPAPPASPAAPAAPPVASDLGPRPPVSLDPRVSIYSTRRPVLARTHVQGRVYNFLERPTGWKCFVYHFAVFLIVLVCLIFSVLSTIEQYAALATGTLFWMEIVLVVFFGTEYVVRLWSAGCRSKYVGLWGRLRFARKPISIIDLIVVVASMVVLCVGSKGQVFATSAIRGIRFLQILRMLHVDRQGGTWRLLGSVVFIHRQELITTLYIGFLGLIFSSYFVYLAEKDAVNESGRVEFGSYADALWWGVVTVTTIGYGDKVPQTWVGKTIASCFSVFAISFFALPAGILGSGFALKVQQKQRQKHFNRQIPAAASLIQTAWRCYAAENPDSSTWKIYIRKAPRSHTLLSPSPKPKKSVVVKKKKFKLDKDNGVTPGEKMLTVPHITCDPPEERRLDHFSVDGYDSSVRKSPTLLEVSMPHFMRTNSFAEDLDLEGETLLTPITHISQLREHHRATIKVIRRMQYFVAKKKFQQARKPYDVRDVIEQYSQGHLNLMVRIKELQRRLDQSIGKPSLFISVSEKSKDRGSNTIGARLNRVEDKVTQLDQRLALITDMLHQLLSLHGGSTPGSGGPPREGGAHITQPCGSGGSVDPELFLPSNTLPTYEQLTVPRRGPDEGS
# HDAC3 inhib = human HDAC3 inhibition; O15379; recombinant HDAC3, fluorogenic peptide/trypsin coupled, fluorescence; inhibition, % at 8.3 µM; 320,000 compounds, 0.15% hits; AID 2718; in the data active means inhibition above about 26%, passing the limit was not always enough
# Dyrk1A ADPGlo = blocks rat Dyrk1A kinase activity; Q63470; ADP-Glo luminescence, NFATc1 peptide; inhibition, % at 12.5 µM; 310,000 compounds, 0.43% hits; in the data active means inhibition above about 50%;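 further: plate controls were vehicle with enzyme for no effect and no enzyme for full effect; many of its hits are not listed in these tables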
# KCNK9 block = inhibitors of human KCNK9 two-pore domain potassium channel. HEK293 KCNK9, FluxOR thallium flux fluorescence; hits give low values. AID 488922. B-score at 10 µM. 310,000 compounds, 1.2% hits;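 active means ratio B-score over 3 SD below the library mean, with starting fluorescence within 5 SD of its mean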;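 further: negative B-score means less thallium flux so channel inhibition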
# GSK3A inh = inhibitors of human GSK-3 alpha kinase. P49840. ADP-Glo luminescence, 60 min. inhibition, % at 10 µM. 320,000 compounds, 0.1% hits. AID 2650;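 in the data active means inhibition above about 50%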;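 further: GST-tagged GSK-3 alpha with peptide substrate and 25 µM ATP; 0% = DMSO neutral wells and 100% = GW8510 positive control wells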
# GSK3B inh = blocks human GSK3beta kinase activity. GST-GSK3beta kinase, ADP-Glo luminescence, 60 min; hits give low values. activity score (negative = inhibition), % at 10 µM. 300,000 compounds, 0.038% hits;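 active means more than half of replicate wells score below -50%, meaning over 50% inhibition versus plate controls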;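 further: 0% = median DMSO wells and -100% = median GW8510 positive control wells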
#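 Assay system: GST-tagged human GSK3beta kinase, cell-free; Input: 1.6 ng GSK3beta; Medium: Tris/MgCl2 kinase buffer; Timing: 60 min enzyme reaction, room temperature; Signal: ADP-Glo luminescence quantifying ADP generated by kinase; Evaluation: score relative to plate controls; Benchmarks: DMSO neutral wells and GW8510 at 20 µM as positive.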
# KCNQ1 act = potentiates or activates the human KCNQ1 potassium channel. P51787. CHO-K1 KCNQ1, thallium flux FluxOR fluorescence; hits give high values. B-score at 10 µM. 310,000 compounds, 0.35% hits;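 active means fluorescence ratio B-score, a plate-corrected score, at least three library SD, with initial intensity B-score within 5 SD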
#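 System: CHO-K1 cells stably expressing KCNQ1 / Medium: assay buffer for compound exposure, DMSO matched across wells / Reagent: thallium- and potassium-containing depolarizing buffer / Compound: one concentration, matched DMSO / Incubation: 20 min compound pretreatment at room temperature / Measured by: kinetic FluxOR fluorescence, 10 s baseline plus 110 s post-stimulus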
# Active calls of the source: *; i = inactive; nt = not tested or not shown.
SMILES,RGS4 pot,KCNK3 block,hERG protect,PolyA inh,KCNQ1 inh,HDAC3 inhib,Dyrk1A ADPGlo,KCNK9 block,GSK3A inh,GSK3B inh,KCNQ1 act
O=C(N/C(=C\c1cccs1)C(=O)N1CCOCC1)c1ccco1,i,i,-6,i,i,4,-3,i,-3,-2,i
CC1CC(C)CN(C(=O)C(C)N(C)CC(=O)Nc2ccccc2Cl)C1 (centres undefined),i,i,-9,nt,i,-3,-10,i,0,2,i
COC(=O)c1ccccc1C(=O)N1CC(O)CO1 (centres undefined),i,i,-1,i,i,2,-6,i,-1,-2,i
O=C(COc1ccc(Cl)cc1)Nc1nnc(S(=O)(=O)N2CCCCCC2)s1,i,i,-10,i,i,-2,2,i,0,-1,i
Cn1c2ccccc2c2c(C(=O)NCCCN3CCCC3=O)cn(C3CCCCC3)c(=O)c21,i,i,-6,i,i,-6,-3,i,-3,-4,i
C/C=C\C(=O)Nc1cccc(C2=NOC3(C2)C[C@@H](C(N)=O)N(C(=O)CC(c2ccccc2)c2ccccc2)C3)c1 (some centres undefined),i,i,-9,i,i,-2,4,i,0,-1,i
CCOC(=O)C1CCN(C(=O)CCC2CCCC2)CC1,i,i,-3,i,i,-5,-5,i,2,-20,i
COc1ccc(N(C(C)=O)S(=O)(=O)c2cccc3cccnc23)cc1,i,i,-11,i,i,-4,-1,i,-1,-5,i
O=C(CCn1nc(-c2ccc(Cl)cc2)ccc1=O)N1CCOCC1,i,i,-8,i,i,-2,0,i,-3,1,i
Cc1ccc(C(=O)CSc2nc(C)cc(C)c2C(N)=O)cc1,i,i,-7,nt,i,0,nt,i,0,nt,i
COc1ccc(Nc2nc(N)nc(CSc3nncn3C)n2)cc1,i,i,-11,i,i,2,nt,i,15,-26,i
Cc1ccc2[nH]cc(C(=O)CN3CCN(C)CC3)c2c1,i,i,-6,i,i,4,7,i,0,2,i
Cc1nc2c(sc(=S)n2Cc2ccco2)c(=O)n1CC(=O)Nc1ccccc1F,i,i,-5,i,i,3,2,i,0,-2,i
CN1CCN(S(=O)(=O)c2ccc3[nH]c(=O)oc3c2)CC1,i,i,-5,i,i,2,1,i,-3,3,i
COc1cc(Nc2ccccc2Cl)c([N+](=O)[O-])nc1[N+](=O)[O-],i,i,-12,i,i,8,-7,i,2,1,i
Cn1c(CCCCCN)nc2ccccc21,i,i,-6,i,i,-3,3,i,-1,-1,i
CC(=O)c1cccc(CN2CCC(n3nccc3NC(=O)c3ccc4c(c3)OCO4)CC2)c1,i,i,-8,i,i,nt,-8,i,0,-2,i
O=C(CSc1ncc(-c2ccccc2)[nH]1)Nc1cccc(O)c1,i,i,-17,i,i,5,7,i,-3,1,i
COC(=O)c1ccccc1NC(=O)CCC(=O)N1CCSc2ccccc21,i,i,-9,i,i,1,15,i,-1,2,i
CCOC(=O)c1cc(NC(=O)Nc2ccc(OC)c(OC)c2)c(C)nc1C,i,i,-6,i,i,1,-4,i,-5,1,i
CC(C)(C)n1ncc2c(=O)n(CC(=O)c3ccc(Cl)cc3)cnc21,i,i,-8,i,i,-3,-2,i,1,0,i
CCOC(=O)c1ccc(S(=O)(=O)N2CCN(CC3CC=CCC3)CC2)cc1 (centres undefined),i,i,-15,i,i,-12,-10,i,-2,-2,i
O=C(NNS(=O)(=O)c1ccc(Br)cc1)C1CCCCC1,i,i,-5,i,i,1,-3,i,-1,7,i
CCCc1cc(=O)oc2c(CN3CCCC3)c(O)ccc12,i,i,-4,i,i,-467,-1,i,0,3,i
CC(=O)c1cccc(NC(=S)NC2CCCCC2)c1,i,i,-1,i,i,2,6,i,5,1,i

# By substructure: the compounds so far containing two or more sulfur atoms
SMILES,RGS4 pot,KCNK3 block,hERG protect,PolyA inh,KCNQ1 inh,HDAC3 inhib,Dyrk1A ADPGlo,KCNK9 block,GSK3A inh,GSK3B inh,KCNQ1 act
O=C(COc1ccc(Cl)cc1)Nc1nnc(S(=O)(=O)N2CCCCCC2)s1,i,i,-10,i,i,-2,2,i,0,-1,i
Cc1nc2c(sc(=S)n2Cc2ccco2)c(=O)n1CC(=O)Nc1ccccc1F,i,i,-5,i,i,3,2,i,0,-2,i

# More results follow.
SMILES,RGS4 pot,KCNK3 block,hERG protect,PolyA inh,KCNQ1 inh,HDAC3 inhib,Dyrk1A ADPGlo,KCNK9 block,GSK3A inh,GSK3B inh,KCNQ1 act
CCOC(=O)C1=C(CC)Nc2ccccc2N=C1NC(=O)Nc1ccc(Cl)c(Cl)c1,i,i,-4,i,11*,19,-2,-6.9*,-3,1,i
O=c1oc2ccccc2c(NC2CCCCC2)c1NS(=O)(=O)c1ccc(Br)cc1,i,i,-12,i,i,nt,-2,i,nt,1,i
S=C(NCc1cccs1)Nc1ccccc1,i,i,-7,i,i,-3,4,i,-1,-2,i
CC(C)c1nnc(NC(=O)CC(C)c2ccccc2)s1 (centres undefined),i,i,-1,nt,i,8,-3,i,4,-2,i
Cc1cc(Cl)ccc1OCC(=O)Nc1ccccc1CO,i,i,-2,i,i,-1,-10,i,2,1,i
CCOc1ccc(S(=O)(=O)NN)cc1,i,i,-3,i,i,1,0,i,0,3,i
CCOC(=O)C1CCCN(c2oc(-c3ccc(OC)cc3)nc2C#N)C1 (centres undefined),i,i,-17,i,i,-59,-3,i,-1,3,i
COc1ccc(CN(C)S(=O)(=O)c2ccc3c(c2)OCCO3)cc1,i,i,-15,i,i,7,-4,i,-1,1,i
Cc1ccc(C)c(N2CCN(C(=O)CCCn3ncn4c(cc5occc54)c3=O)CC2)c1,i,i,-8,i,i,2,7,i,6,1,i
CCN1CCN(C(=O)CSc2cc(=O)n(C)c3ccccc23)CC1,i,i,-6,i,i,2,4,i,5,-4,i
COCCNC(=O)c1cc(-c2ccc(OC)c(OC)c2)on1,i,i,-6,i,i,nt,6,i,nt,2,i
Clc1ccc(OCCSc2ncccn2)c(Br)c1,i,i,-13,i,i,-3,14,i,-2,1,i
COc1ccc(NS(=O)(=O)c2ccc(N3CC(O)=C(c4ccccc4)C3=N)cc2)cc1,i,i,-14,i,i,-5,0,i,1,2,i
N#C/C=C1/NC(=O)c2ccccc2S1,i,i,-4,i,i,3,19,i,-2,2,i
CCCCOc1ccc(NC(=O)CN2CCN(CC)CC2)cc1,i,i,-2,i,i,-2,10,i,-2,4,i
COc1cc(C(=O)NCc2nnc(SCC(=O)N3CCCC3)o2)cc(OC)c1OC,i,i,-3,i,i,-4,-1,i,-1,nt,i
COc1cc(C2NC(=O)NC(C)=C2C(=O)OC2CCCCC2)cc(Br)c1O (centres undefined),i,i,-8,i,i,4,-1,i,2,3,i
O=C(COc1ccc(Br)cc1)Nc1nc(-c2cccnc2)cs1,i,i,-9,i,i,-4,8,i,-2,-4,i
O=C1c2ccccc2C(=O)c2c(NCc3cccnc3)cccc21,i,i,-11,i,i,1,5,i,0,1,i
CCOC(=O)N1CCN(C(=O)CSc2nc3ccccc3c(=O)n2-c2ccccc2)CC1,i,i,-15,i,i,0,9,i,-4,2,i
CC(C)(C)C(=O)N(Cc1ccc(Cl)cc1)Cc1cccnc1,i,i,-10,i,i,-10,3,i,-1,-4,i
CCS(=O)(=O)Nc1cccc(C2=NN(S(=O)(=O)c3ccccc3)C(c3ccco3)C2)c1 (centres undefined),i,i,-10,i,i,2,-5,i,0,-3,i
O=C(NCCc1ccc2c(c1)OCCO2)c1ccc(F)cc1,i,i,-7,i,i,-2,-3,i,-4,0,i
C[C@@H]1CCC(=O)N(CC[C@H](N=[N+]=[N-])c2ccccc2)CC1,i,i,-6,i,i,-6,3,i,-1,-1,i
Cc1ccc(-c2nc(-c3ccccc3)no2)cc1,i,i,-5,i,i,6,7,i,-2,1,i

# Quoted from the listing:
# Reading for COc1ccc(N(C(C)=O)S(=O)(=O)c2cccc3cccnc23)cc1 in HDAC3 inhib: -4
# Reading for Cn1c(CCCCCN)nc2ccccc21 in GSK3B inh: -1

# (more compounds)
SMILES,RGS4 pot,KCNK3 block,hERG protect,PolyA inh,KCNQ1 inh,HDAC3 inhib,Dyrk1A ADPGlo,KCNK9 block,GSK3A inh,GSK3B inh,KCNQ1 act
Cc1ccc(CSCCNC(=O)CSCc2ccc([N+](=O)[O-])cc2)cc1,i,i,-6,i,i,-1,0,i,-7,nt,i
CCN(CC(=O)Nc1ccccc1SC)Cc1nc2ccccc2c(=O)[nH]1,i,i,-8,i,i,-1,10,i,2,-1,i
Cc1c(Cl)cccc1NC(=O)Cn1cc(C(F)(F)F)cc(Cl)c1=O,i,i,-2,i,i,-7,4,i,-1,1,i
c1ccc(-c2nnc(OCC3CCCO3)c3ccccc23)cc1 (centres undefined),i,i,-4,i,i,-3,-2,i,1,-1,i
CCOC(=O)c1cn2nc(SCc3ccccc3)nc2nc1C,i,i,-7,i,i,6,-2,i,-4,-2,i
COc1ccc(OCc2cn3c(C)cc(C)nc3n2)cc1,i,i,-6,i,i,0,-6,i,0,2,i
O=C(CSc1nnc(NC(=O)c2ccco2)s1)Nc1cccc(F)c1,i,i,-10,i,i,1,-9,i,-2,-4,i
CC(=O)N1c2ccc(S(=O)(=O)N3CCCC(C(=O)NC4CCCC(C)C4C)C3)cc2CC1C (centres undefined),i,i,-9,i,i,4,-6,i,-2,3,i
O=C(CN1CCCC1)Nc1cccc(Cl)c1,i,i,-5,i,i,-4,3,i,11,3,i
CCOC(=O)c1nnc(-c2cccs2)nc1NC(C)C,i,i,-12,i,i,5,8,i,0,-1,i
Cc1ccc(Nc2nc(NCCO)c3ccccc3n2)cc1C,i,-12*,-20,i,7*,-2,30,i,3,-5,i
CCOC(=O)CNC(=O)CSc1ncnc2c1cnn2-c1ccc(C)cc1,i,i,0,i,i,-2,0,i,-1,-1,i
COc1ccc(S(=O)(=O)Nc2ccc(C)cc2)cc1OC,i,i,-5,i,i,8,3,i,-1,1,i
O=C(O)c1ccc(/C=N\Nc2ccc(S(=O)(=O)N3CCOCC3)cc2[N+](=O)[O-])cc1,i,i,-9,i,i,-7,-4,i,0,1,i
CC1CCC(NC(=O)COC(=O)CCC(=O)c2ccc(Cl)s2)CC1 (centres undefined),i,i,-11,i,i,7,-3,i,0,0,i
COc1ccc(S(=O)(=O)Nc2ccc(Nc3ccccc3)cc2)cc1,i,i,-6,i,i,7,nt,i,-1,3,i
COc1ccc(-c2nc3ncccn3c2Br)cc1,i,i,-8,i,i,-12,nt,i,1,-2,i

# Only part of the results is shown; the hit share may differ from the screen's.
